TIM10 inh – TIM10 yeast growth inhibition; inhibition, % at 10 µM; AID 463195; S. cerevisiae TIM10 strain growth, BacTiter-Glo luminescence, 24 h; actives 1.4% (n = 330,000);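 active = inhibition of 40% or more at the single tested concentration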;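 also: wild-type TIM10 isogenic control strain grown at permissive 25 °C; 0% = DMSO yeast wells and 100% = minimal medium wells without yeast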
APJ ag – APJ receptor agonism | CHO-K1 APJ PathHunter beta-arrestin, luminescence; 0% DMSO wells, 100% apelin | activation, % at 20 µM | actives 0.11% (n = 330,000);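 active = activation more than six SD over the plate average, tested at 20 µM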;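 also: 0% = DMSO alone and 100% = apelin-13 at 10 nM; some results filed as inactive read as strong as hits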
Target sequence (P35414 whole entry, looked up): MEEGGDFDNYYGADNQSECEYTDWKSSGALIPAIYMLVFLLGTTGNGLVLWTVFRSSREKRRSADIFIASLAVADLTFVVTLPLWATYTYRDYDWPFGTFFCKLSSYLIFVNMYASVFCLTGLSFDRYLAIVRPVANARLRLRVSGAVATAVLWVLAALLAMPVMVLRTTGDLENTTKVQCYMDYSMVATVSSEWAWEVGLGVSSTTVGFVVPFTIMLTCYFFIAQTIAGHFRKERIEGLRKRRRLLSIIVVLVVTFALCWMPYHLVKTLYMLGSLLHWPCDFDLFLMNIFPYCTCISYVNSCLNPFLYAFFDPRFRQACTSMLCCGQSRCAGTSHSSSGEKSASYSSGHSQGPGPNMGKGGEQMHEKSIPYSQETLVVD
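Test system: CHO-K1 APJ beta-arrestin complementation cell line. Amount: cell density 1000 per well. Controls: DMSO negative, 10 nM Apelin-13 positive. Signal: luminescent beta-gal fragment complementation, chemiluminescent substrate. Read-out basis: agonist-driven arrestin binding to APJ. Timing: compound stimulation 90 min at 25 °C, detection 60 min.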
Mdm2-MdmX inh – inhibitors of human Mdm2/MdmX interaction | O15151+Q00987 | SaOS-2 split-luciferase Mdm2/MdmX complementation, luminescence | inhibition, % at 8 µM | actives 3% (n = 330,000);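 active = inhibition of at least 50% at 8 µM in the primary screen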
XBP1 UPR activ – adaptive UPR (XBP1) activation; activation, % at 20 µM; CHO-XBP1 luciferase reporter, IRE1-XBP1 UPR activation, luminescence; percent of tunicamycin response, DMSO as zero; actives 0.33% (n = 330,000);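 active = versus positive control, 20 µM dose yields 30% or more activation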;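 also: 100% = tunicamycin at 10 µg/mL and 0% = DMSO only wells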
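Material: IRE1-XBP1 luciferase reporter CHO line / Quantity: one thousand reporter cells per well / Buffer or medium: F12 with 10% serum / Compound: 20 µM single concentration, DMSO 1% / Times: 6 h treatment, 37 °C / Detection: Steady-Glo luciferase glow luminescence, 10 min after reagent addition / Benchmarks: tunicamycin high, DMSO low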
tim10-1 inh – inhibits growth of tim10-1 mutant yeast | S. cerevisiae tim10-1 ts strain growth, BacTiter-Glo, 24 h | actives 2.2% (n = 330,000) | inhibition, % at 20 µM;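 active = inhibition of at least 40%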;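 also: mutant grown at 25 °C; 0% = DMSO wells with yeast and 100% = wells holding no yeast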
tim23-1 inh – tim23-1 yeast growth inhibition; S. cerevisiae tim23-1 growth, BacTiter-Glo luminescence, 24 h; inhibition, % at 20 µM; actives 1.3% (n = 330,000); AID 463212;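 active = growth inhibition of the mutant yeast at or above 50%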;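 also: temperature-sensitive mutant grown at 25 °C; plate controls were DMSO-treated mutant yeast for no effect and medium wells lacking yeast for full effect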
CXCR6 inh – inhibitors of human CXCR6 receptor; actives 0.36% (n = 360,000); CHO-K1 PathHunter CXCR6 beta-arrestin, luminescence; inhibition, % at 20 µM; O00574; AID 602244; in the data active = inhibition above about 34%, passing the limit was not always enough;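 also: antagonist mode with CXCL16 agonist at 10 nM final; 0% = 10 nM CXCL16 with DMSO and 100% = unstimulated wells without agonist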
Target sequence (O00574 whole entry, looked up): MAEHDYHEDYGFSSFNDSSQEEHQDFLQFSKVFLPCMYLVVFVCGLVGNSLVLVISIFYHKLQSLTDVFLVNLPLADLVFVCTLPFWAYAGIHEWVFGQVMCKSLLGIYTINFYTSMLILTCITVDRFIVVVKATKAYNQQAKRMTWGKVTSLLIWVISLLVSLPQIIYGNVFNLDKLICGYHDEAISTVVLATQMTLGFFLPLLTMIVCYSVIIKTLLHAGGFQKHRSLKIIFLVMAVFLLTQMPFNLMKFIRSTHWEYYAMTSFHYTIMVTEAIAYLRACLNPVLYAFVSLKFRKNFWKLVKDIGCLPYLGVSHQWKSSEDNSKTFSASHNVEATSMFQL
CHOP UPR activ – activators of apoptotic arm of unfolded protein response (CHOP); CHO-CHOP luciferase reporter, UPR activation, luminescence; percent of tunicamycin response over DMSO baseline; activation, % at 10 µM; actives 0.34% (n = 330,000);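 active = at 10 µM dose, activation of 40% or more, normalized to positive control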;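 also: 100% = tunicamycin at 10 µg/mL and 0% = DMSO alone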
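System: CHO CHOP reporter cells. Amount: 500 cells per well. Buffer or medium: F12 medium, 10% FBS. Compound dosing: one dose, 10 µM in 0.5% DMSO. Incubation: 6 h compound exposure at 37 °C after overnight seeding. Technique: Steady-Glo luciferase luminescence. Benchmarks: tunicamycin and DMSO controls.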
APJ antag – APJ receptor antagonism | P35414 | CHO-K1 APJ beta-arrestin complementation, luminescence | inhibition, % at 20 µM | actives 0.32% (n = 330,000) | AID 2521;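 active = inhibition above about 40% at 20 µM, limit read from the data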;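 also: cells challenged with 10 nM apelin-13 agonist together with compound; plate controls were apelin-13 plus DMSO wells for no effect and DMSO wells lacking apelin-13 for full effect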
Active calls of the source: *; . = no result given.

SMILES | TIM10 inh | APJ ag | Mdm2-MdmX inh | XBP1 UPR activ | tim10-1 inh | tim23-1 inh | CXCR6 inh | CHOP UPR activ | APJ antag
COc1ccccc1CC(=O)Nc1ccc2c(c1)C(=O)NC2=O | 7 | -2 | 8 | 1 | 17 | -2 | 0 | -2.8 | 0
COc1ccc(F)cc1S(=O)(=O)NC1CCCCCC1 | 34 | 6 | -17 | -1 | 27 | 26 | -12 | -2.4 | -3
O=C(Nc1ccc2nc(-c3ccc(Br)o3)[nH]c2c1)c1cccs1 | 38 | 9 | 16 | 2 | 18 | 73* | -8 | 5.4 | -14
COC(=O)C1CCN(CC(=O)Nc2ccc3c(c2)OCCO3)CC1 | -7 | -1 | 12 | 4 | 2 | 9 | -2 | 0.5 | 16
CSc1nc(-c2ccccc2)cn1-c1ccc(NC(C)=O)cc1 | 15 | 1 | -20 | 1 | 46* | 36 | -8 | 6.2 | -8
CC1CCN(C(=O)c2[nH]cnc2C(=O)N[C@@H](C)C(=O)OC(C)(C)C)CC1 | 1 | 7 | 21 | -2 | -11 | 0 | 3 | 1.0 | 4
COc1cccc(-c2ocnc2C(=O)Nc2ccc3c(c2)CCC3)c1 | 6 | -2 | 17 | 4 | 4 | 1 | -12 | 0.2 | 17
COc1ccc(NC(=O)CN2C(=O)NC3(CCCCC3C)C2=O)cc1OC (stereo not drawn) | 8 | -2 | -15 | -1 | 1 | -3 | 0 | -1.3 | 10
CCN(C[C@H]1N[C@@](Cc2ccccc2)(C(=O)OC)[C@H]2C(=O)N(Cc3ccccc3)C(=O)[C@@H]12)C(=O)c1ccc(F)cc1 | 10 | -2 | 10 | -2 | 5 | 16 | 4 | 0.0 | 5
CCOC(=O)N1CCc2c(sc3[nH]c(=S)[nH]c(=S)c23)C1 | 15 | -1 | -18 | 0 | 7 | 10 | . | -1.5 | 19
CCCCNC(=O)c1onc(CSc2ccc(F)cc2)c1C(=O)NCCCC | 8 | 4 | -14 | -1 | 17 | 24 | 0 | -2.1 | 16
Cc1ccc2cc(C#N)c(SCC(=O)N3CCCc4ccccc43)nc2c1C | 3 | -3 | 2 | -1 | 12 | 15 | -4 | -0.2 | 5
Cc1ccc(C2=NN3C(C2)c2ccccc2OC32C(=O)Nc3ccccc32)cc1 (stereo not drawn) | 14 | 7 | -167 | 1 | 14 | 31 | -5 | 9.8 | -12
O=C(COC(=O)c1ccc(F)cc1)Nc1ccccc1N1CCOCC1 | -11 | 0 | 5 | -1 | 22 | 14 | 6 | -0.5 | -5
CCn1c(SCC(=O)c2ccc(C)cc2)nnc1-c1ccncc1 | -4 | -4 | 32 | 0 | 19 | 2 | 8 | 0.2 | 4
C(=N\Nc1nncn1/N=C/c1ccco1)/c1ccco1 | -10 | -1 | -5 | 0 | -1 | -5 | 4 | 1.1 | -7
Cc1ccc2[nH]c(=O)cc(C(=O)OCC(=O)c3ccccc3)c2c1 | 2 | 2 | -12 | -2 | 15 | 17 | 0 | 11 | -14
COCCn1c(SCC(=O)c2ccc3c(c2)OCCO3)nnc1-c1ccco1 | -1 | 2 | 20 | 0 | 18 | 9 | -8 | 0.3 | -6
CCOc1ccc2nc(NC(=O)CCn3cccc3)sc2c1 | 9 | -3 | -17 | 0 | 26 | 36 | 7 | 1.0 | -78
CCc1ccc(NC(=O)CCS(=O)(=O)c2ccc(Br)cc2)cc1 | -3 | 0 | 4 | -5 | 18 | 15 | 3 | 1.1 | 0
C/C(=N\NC(=O)c1ccc(NS(=O)(=O)c2cccs2)cc1)c1ccc2c(c1)OCO2 | 6 | -2 | -1 | -1 | -4 | 17 | 0 | 0.5 | 1
FC(F)Oc1ccccc1NC(=S)NCc1ccco1 | 6 | -1 | 12 | -1 | 31 | 11 | 4 | -1.5 | 20
Cc1ccc(CC(=O)c2ccc(Cl)cc2)cc1 | 4 | -5 | -26 | 0 | 5 | 2 | 7 | 1.3 | 11
Cc1ccc(-c2ccc(C)c(N)c2C)c(C)c1N | -11 | -5 | 23 | -1 | -6 | -2 | 6 | -2.5 | 10
O=C(Nc1cccs1)Nc1ccc(F)cc1F | 7 | -2 | -1 | 1 | 4 | 2 | -1 | 2.1 | 1

An excerpt from above in order of SMILES length, lowest first.
SMILES | TIM10 inh | APJ ag | Mdm2-MdmX inh | XBP1 UPR activ | tim10-1 inh | tim23-1 inh | CXCR6 inh | CHOP UPR activ | APJ antag
CSc1nc(-c2ccccc2)cn1-c1ccc(NC(C)=O)cc1 | 15 | 1 | -20 | 1 | 46* | 36 | -8 | 6.2 | -8
O=C(Nc1ccc2nc(-c3ccc(Br)o3)[nH]c2c1)c1cccs1 | 38 | 9 | 16 | 2 | 18 | 73* | -8 | 5.4 | -14
COc1ccc(NC(=O)CN2C(=O)NC3(CCCCC3C)C2=O)cc1OC (stereo not drawn) | 8 | -2 | -15 | -1 | 1 | -3 | 0 | -1.3 | 10

As a short view, some entries already given:
SMILES | TIM10 inh | APJ ag | Mdm2-MdmX inh | XBP1 UPR activ | tim10-1 inh | tim23-1 inh | CXCR6 inh | CHOP UPR activ | APJ antag
CCOC(=O)N1CCc2c(sc3[nH]c(=S)[nH]c(=S)c23)C1 | 15 | -1 | -18 | 0 | 7 | 10 | . | -1.5 | 19
CCCCNC(=O)c1onc(CSc2ccc(F)cc2)c1C(=O)NCCCC | 8 | 4 | -14 | -1 | 17 | 24 | 0 | -2.1 | 16
Cc1ccc2cc(C#N)c(SCC(=O)N3CCCc4ccccc43)nc2c1C | 3 | -3 | 2 | -1 | 12 | 15 | -4 | -0.2 | 5
Cc1ccc(C2=NN3C(C2)c2ccccc2OC32C(=O)Nc3ccccc32)cc1 (stereo not drawn) | 14 | 7 | -167 | 1 | 14 | 31 | -5 | 9.8 | -12
O=C(COC(=O)c1ccc(F)cc1)Nc1ccccc1N1CCOCC1 | -11 | 0 | 5 | -1 | 22 | 14 | 6 | -0.5 | -5
CCn1c(SCC(=O)c2ccc(C)cc2)nnc1-c1ccncc1 | -4 | -4 | 32 | 0 | 19 | 2 | 8 | 0.2 | 4
C(=N\Nc1nncn1/N=C/c1ccco1)/c1ccco1 | -10 | -1 | -5 | 0 | -1 | -5 | 4 | 1.1 | -7
Cc1ccc2[nH]c(=O)cc(C(=O)OCC(=O)c3ccccc3)c2c1 | 2 | 2 | -12 | -2 | 15 | 17 | 0 | 11 | -14
COCCn1c(SCC(=O)c2ccc3c(c2)OCCO3)nnc1-c1ccco1 | -1 | 2 | 20 | 0 | 18 | 9 | -8 | 0.3 | -6
CCOc1ccc2nc(NC(=O)CCn3cccc3)sc2c1 | 9 | -3 | -17 | 0 | 26 | 36 | 7 | 1.0 | -78
CCc1ccc(NC(=O)CCS(=O)(=O)c2ccc(Br)cc2)cc1 | -3 | 0 | 4 | -5 | 18 | 15 | 3 | 1.1 | 0

(more compounds)
SMILES | TIM10 inh | APJ ag | Mdm2-MdmX inh | XBP1 UPR activ | tim10-1 inh | tim23-1 inh | CXCR6 inh | CHOP UPR activ | APJ antag
Cn1ccnc1SCC(=O)Nc1cccc([N+](=O)[O-])c1 | 17 | 4 | 15 | -2 | 16 | -6 | -1 | 0.8 | 19
Cc1cc(N2CCCC2)ccc1/C=C1/C(=O)N(C)C(=S)N1C | 1 | -8 | 48 | 8 | 21 | 8 | 17 | 1.4 | 25
CCOC(=O)NC(NCc1ccccc1)(C(F)(F)F)C(F)(F)F | 3 | -1 | -2 | -1 | -5 | 5 | -8 | 1.4 | -4
CCCCN(Cc1cc2ccccc2[nH]c1=O)S(=O)(=O)c1ccc(C)cc1 | 6 | -4 | 16 | -3 | 30 | 36 | -17 | -1.9 | -45
CC(C)(C)c1cc2cccnc2n1Cc1ccccc1 | -5 | -3 | 18 | 9 | 13 | 19 | 9 | -1.5 | 9
CC(C)(C)c1ccc(C(CC(=O)O)NC(=O)c2ccccc2F)cc1 (stereo not drawn) | 4 | -1 | -3 | 1 | 4 | 7 | 3 | 0.1 | -6
CCOc1ccc(-c2nnc(NC(=O)Cc3cc(OC)c(OC)c(OC)c3)o2)cc1 | -14 | 2 | -24 | -3 | -10 | -3 | 17 | 2.6 | 1
Cc1ccc(C2=NNC(=O)C(c3c[nH]c4ccccc34)C2)cc1 (stereo not drawn) | 17 | -3 | -4 | 2 | -4 | -10 | -2 | 1.3 | -5
C[C@@H]1C(c2ccc(F)cc2)=NN(c2ccccc2)[C@H]1C(=O)N1CCOC1=O | 7 | . | 22 | -2 | 34 | 53* | 2 | 1.8 | .
Cc1onc(-c2ccccc2)c1C(=O)Nc1ccc(NC(=O)c2c(-c3ccccc3)noc2C)cc1 | 9 | -3 | 13 | 5 | 10 | 6 | -5 | 8.3 | 4
O=C(COc1ccc(-n2cnnn2)cc1)NCCc1ccc(F)cc1 | 11 | -1 | 3 | 2 | 19 | 23 | 0 | 22 | -4
CN(C)c1ccc(S(=O)(=O)N2CCCCC2)cc1NC(=O)COc1ccccc1F | 2 | -3 | 0 | -3 | 20 | 24 | 8 | -1.3 | 9
Cc1nnsc1C(=O)Nc1ccccc1Cl | 15 | -6 | 21 | -1 | 4 | 16 | 0 | 0.3 | 6
O=C(O)c1ccc(C(=O)O)c(C(=O)c2ccc(NC(=O)c3ccccc3)cc2)c1 | -6 | 0 | -11 | -2 | 16 | 11 | -6 | -0.6 | -7
CC1=C(C)CC2C(=O)N(Cc3ccccc3)C(=O)C2C1 (stereo not drawn) | -8 | -7 | 9 | -1 | -17 | 7 | 12 | -1.2 | 20
O=C(O)c1ccccc1CSc1ccccn1 | 0 | -3 | -13 | -1 | 7 | 10 | -7 | 1.2 | 14
C[C@H](CCC(=O)O)[C@H]1CC[C@H]2[C@@H]3CC[C@@H]4C[C@H](O)CC[C@]4(C)[C@H]3CC[C@]12C | 3 | 5 | 6 | -1 | 21 | 33 | -2 | 0.0 | -116
COc1ccc(-c2cc(=O)c3c(O)c(OC)c(O)cc3o2)cc1 | 10 | -5 | -99 | -3 | 9 | 19 | 5 | -4.6 | -7
CCOc1cccc(NC(=O)C2CC(=O)N(C)C2)c1 (stereo not drawn) | -17 | -1 | 18 | -3 | -11 | -2 | 2 | -1.0 | 6
CC(C)Cn1c(=O)c(C(=O)Nc2ccncc2)c(O)c2ccccc21 | 12 | 4 | 69* | 1 | -8 | 14 | -6 | 17 | -9
CC1C2Cn3c(nc4ccccc43)C1N(C(C)C)O2 (stereo not drawn) | 3 | -3 | 20 | -1 | -8 | -10 | -6 | -1.3 | -3
O=C(CSc1nc2c([nH]c3ccccc32)c(=O)n1-c1ccccc1)N1CCOCC1 | 7 | -5 | -23 | 0 | 8 | 8 | 29 | -0.3 | -31
Cc1cc(C)c(NC(=O)CSCc2c(C)noc2C)c(C)c1 | -1 | -3 | 0 | 2 | 12 | 16 | 3 | 1.3 | 8
CCOCCCNc1nc2c(c(=O)n(C)c(=O)n2C)n1CCCc1ccccc1 | 12 | 3 | 17 | -2 | 34 | 9 | -8 | 0.2 | 14
COc1cccc(OC)c1C(=O)Nc1cc(Cl)ccc1N1CCOCC1 | 11 | 1 | 9 | 3 | 21 | 26 | 5 | -0.4 | 17
Cn1cnc([N+](=O)[O-])c1SCC(O)CN1CCCCC1 (stereo not drawn) | 0 | -3 | 9 | 0 | -5 | 9 | 6 | -1.5 | 5

Source: PubChem BioAssay

Only part of the results is shown, so the mix of outcomes need not match the whole.
